Compound activity: PubChem, several laboratories
MsrA act: bovine MsrA enzyme activators, primary screen, biochemical, absorbance, HTS | Methionine sulfoxide reductase A (Bos taurus) | purified bovine MsrA, absorbance read-out | activation, % at 10.6 µM | 360,000 tested, 0.3% active | AID 602163, 2012; in the data active = activation above about 7.5%;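 also: 0% = vehicle and 100% = reference activator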
CSN inh: inhibitors of CSN-mediated cullin deneddylation, primary screen, biochemical, fluorescence polarization, uHTS; inhibition, % at 12.5 µM; 360,000 tested, 0.38% active; AID 651999, 2013; COP9 signalosome complex subunit 5 (Homo sapiens), Q92905; Purified CSN, SCF-Nedd8-OG deneddylation;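 active = pattern-corrected inhibition above about 35%, with an unprinted fluorescence ratio check between 0.5 and 1.5, limit read from the data, passing the limit was not always enough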;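 also: 0% = enzyme with substrate and 100% = substrate without enzyme; some results filed as inactive read as strong as hits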
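Test system: Human Csn5 produced in HEK293T cells | Compound: 12.5 µM single point | Times: 90 min, room temperature | Signal: Fluorescence polarization readout | Read-out basis: % inhibition of substrate cleavage by Csn5 | Controls: no-enzyme wells high, enzyme-with-substrate wells low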
MLLE-PAM2 inh: inhibitors of PABP1 MLLE–PAM2 peptide binding, primary screen, biochemical, fluorescence polarization, FITC-PAM2, GST-MLLE. Polyadenylate-binding protein 1 (Homo sapiens), P11940. inhibition, % at 20 µM. 360,000 tested, 0.36% active; in the data active = inhibition above about 35%, passing the limit was not always enough;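 also: plate controls were DMSO wells with GST-MLLE for no effect and wells lacking GST-MLLE protein for full effect; some results filed as inactive read as strong as hits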
TbMetRS inhib: T. brucei MetRS inhibitors, primary screen, biochemical, luminescence; methionyl-tRNA synthetase (Trypanosoma brucei brucei); purified T. brucei MetRS, ATP depletion, Kinase-Glo luminescence; inhibition, % at 11.9 µM; 360,000 tested, 0.4% active; AID 624268, 2012;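 active = inhibition above a per-plate cutoff of the control wells' mean inhibition plus 3 SD, cut at about 5.5% in these data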;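 also: 0% = DMSO wells median and 100% = median of wells with control inhibitor compound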
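Test system – parasite MetRS enzyme · Reagent – substrates ATP, L-methionine and bulk Escherichia coli tRNA · Doses – 11.9 µM compound single dose, 0.9% DMSO · Times – 15 min enzyme-compound preincubation, 2 h reaction, 10 min detection, 25 °C · Signal – Kinase-Glo luminescence, ATP depletion format · Controls – DMSO-only wells as low control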
MsrA inhibitor: bovine MsrA enzyme inhibitors, primary screen, biochemical, absorbance, HTS; inhibition, % at 15.5 µM; 360,000 tested, 0.75% active; AID 651718, 2012; purified bovine MsrA, absorbance read-out; Methionine sulfoxide reductase A (Bos taurus); in the data active = inhibition above about 4.5%;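 also: 0% = vehicle wells with enzyme and 100% = reference inhibitor wells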
Neddyl block: inhibitors of cullin neddylation, primary screen, biochemical, TR-FRET, uHTS, NAE and Ubc12; 360,000 tested, 0.58% active; NEDD8-conjugating enzyme Ubc12 (Homo sapiens) + NEDD8-activating enzyme E1 regulatory …; calls only at 25 µM; in the data active = inhibition above about 36%
FAS-TE inh: FAS thioesterase domain inhibitors, primary screen, biochemical, fluorescence intensity, uHTS | recombinant FAS-TE, OMFH fluorogenic substrate, fluorescence endpoint | inhibition, % at 15 µM | 360,000 tested, 0.67% active | AID 602261, 2012;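 active = compounds whose normalised, plate-corrected inhibition of enzyme fluorescence in the single-dose primary screen is 50% or more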;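 also: 0% = DMSO with enzyme and 100% = substrate without enzyme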
E coli Lon inh: inhibitors of E. coli Lon protease, primary screen, biochemical, fluorescence polarization. P0A9M0. purified E. coli Lon protease. inhibition, % at 7.94 µM. 360,000 tested, 0.42% active. AID 602123, 2011; in the data active = inhibition above about 13%, passing the limit was not always enough;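 also: 0% = enzyme with probe and DMSO and 100% = no enzyme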
Target sequence (P0A9M0 whole entry, looked up): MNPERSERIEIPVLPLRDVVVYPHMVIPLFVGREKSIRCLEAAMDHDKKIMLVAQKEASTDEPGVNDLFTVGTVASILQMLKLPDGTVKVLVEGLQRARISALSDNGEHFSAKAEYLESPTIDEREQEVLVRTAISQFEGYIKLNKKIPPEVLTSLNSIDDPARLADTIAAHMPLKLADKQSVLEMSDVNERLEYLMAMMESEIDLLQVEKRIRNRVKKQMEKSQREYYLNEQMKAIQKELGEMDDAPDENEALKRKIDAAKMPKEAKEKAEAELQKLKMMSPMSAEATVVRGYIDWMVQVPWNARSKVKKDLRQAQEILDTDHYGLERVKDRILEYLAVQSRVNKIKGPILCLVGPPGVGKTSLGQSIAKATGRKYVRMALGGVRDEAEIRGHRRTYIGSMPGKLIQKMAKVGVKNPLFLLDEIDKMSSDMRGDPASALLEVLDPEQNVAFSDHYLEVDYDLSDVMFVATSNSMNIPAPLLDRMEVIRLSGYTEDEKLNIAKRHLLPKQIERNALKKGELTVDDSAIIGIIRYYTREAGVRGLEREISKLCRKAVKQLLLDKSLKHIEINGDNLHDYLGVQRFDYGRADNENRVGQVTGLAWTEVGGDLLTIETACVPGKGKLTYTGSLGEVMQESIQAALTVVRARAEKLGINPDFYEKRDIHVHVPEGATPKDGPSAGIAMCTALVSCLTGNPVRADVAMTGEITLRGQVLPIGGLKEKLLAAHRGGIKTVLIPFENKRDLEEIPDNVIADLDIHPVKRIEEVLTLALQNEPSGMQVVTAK
Rin1-Abl PPI inh: inhibitors of Rin1-Abl protein binding, primary screen, biochemical, TR-FRET; inhibition, % at 7.35 µM; 360,000 tested, 0.4% active; AID 588664, 2011; in the data active = inhibition above about 5%, passing the limit was not always enough
Numbers without * were called inactive; i = inactive; · = no result given; + = active, no number.

SMILES | MsrA act | CSN inh | MLLE-PAM2 inh | TbMetRS inhib | MsrA inhibitor | Neddyl block | FAS-TE inh | E coli Lon inh | Rin1-Abl PPI inh
C=CCn1c(C(C)NC(=O)c2ccc(C)cc2)n[nH]c1=S (stereo not drawn) | 2 | 1 | 0 | -0.3 | -0.3 | i | -9 | 8 | -1
Cc1cc(C(=O)N/N=C/c2ccncc2)c(C)o1 | -12 | -1 | -12 | 1.5 | -0.3 | i | -2 | 0 | 2
COc1ccc(NC(=O)COC(=O)CNS(=O)(=O)c2ccc(F)c(F)c2F)cc1OC | -4 | -9 | 7 | 0.6 | 0.1 | i | -11 | 1 | 2
CCCCNC(=O)C(C#N)c1nc2ccccc2nc1N1CCN(Cc2ccc3c(c2)OCO3)CC1 (stereo not drawn) | -1 | 6 | -13 | 0.2 | · | i | 26 | -9 | -2
CCOc1ccc(Cl)cc1-c1cc(C(=O)NCCOC)[nH]n1 | -3 | 1 | 11 | -0.2 | 0.0 | i | -3 | -4 | -3
CC1(C(=O)NS(=O)(=O)c2ccccc2)CCN1C(=O)c1cccc2ccccc12 (stereo not drawn) | -2 | -2 | 6 | -0.2 | -0.5 | i | -9 | -6 | -7
COc1ccc(CNC(=O)c2cc3c(=O)[nH]c4ccccc4c3n2C)cc1 | 2 | 2 | -6 | -0.5 | 1.5 | i | -2 | -14 | -1
C=CS(=O)(=O)N(Cc1ccccc1)[C@H](CO)CC(C)C | -2 | -8 | -11 | -0.2 | -0.6 | i | -9 | 2 | -4
Cc1cc(NCc2ccc(F)cc2Cl)n2nnnc2n1 | -10 | 5 | 5 | -0.9 | 0.8 | i | -2 | -1 | 1
CN1CCN(S(=O)(=O)c2ccc(Sc3nc4ccccc4[nH]3)c3nsnc23)CC1 | -3 | -2 | -8 | 2.1 | 0.5 | i | -2 | -1 | -6
CCN1CCN(C(=O)C(C)Sc2nnc3nc(C)cc(C)n23)CC1 (stereo not drawn) | -1 | 5 | 7 | 0.0 | 1.1 | i | -8 | -12 | 1
NC1=Nc2cccc3cccc1c23 | -2 | 2 | -29 | 0.1 | 2.7 | + | -10 | 29* | 0
COCCCN(CCC#N)C(=O)c1c(-c2c(Cl)cccc2Cl)noc1C | 0 | 1 | 8 | -0.1 | 1.3 | i | -5 | 2 | -1
CCOc1ccc(Oc2c(C)oc3cc(O)ccc3c2=O)cc1 | 0 | -8 | 0 | 0.6 | -0.1 | · | -3 | -1 | 0
Cc1ccc(C)c(N2CCN(C(=O)CCCOc3cc(=O)n(C)c4ccccc34)CC2)c1 | 0 | -3 | -3 | -1.1 | 2.5 | i | 8 | -2 | 0
O=C(Nc1nc2c(Cl)c(Cl)ccc2s1)C1CC1 | -4 | 3 | 2 | -1.1 | 1.7 | i | 4 | 6 | -1
COc1ncc(-c2ccc3c(c2)S(=O)(=O)c2cccc(C(=O)O)c2C3=O)cn1 | -6 | -3 | 5 | -0.7 | 2.3 | i | -12 | -1 | 2
Cc1ccc(OCC(=O)N/N=C\c2ccncc2)c(C)c1 | -5 | -1 | 0 | -0.5 | 0.1 | i | -4 | -6 | 6
CCN(CC)S(=O)(=O)c1ccc(NC(=O)C2CCCO2)cc1 (stereo not drawn) | -9 | 2 | 4 | -1.8 | 0.9 | i | -12 | 2 | 1
CC(C)=C(c1ccc(Cl)cc1)c1c(N)ncnc1N | 0 | -5 | -2 | -0.1 | -0.3 | i | -4 | 0 | -3
CCCCn1c(N)c(N2CCOCC2)c(=O)n(CC(=O)NC(C)c2ccccc2)c1=O (stereo not drawn) | -1 | 1 | 10 | -0.2 | -1.2 | i | -7 | 3 | -2
COc1ccc(-c2cn3cccnc3n2)cc1Br | -2 | -8 | 7 | -0.1 | 1.7 | · | -9 | 5 | -3
O=C(C[C@H]1C[C@H](C(=O)N2CCOCC2)[C@@]2(CCC3CCCC3)c3[nH]c4cc(-c5ccco5)ccc4c3CCN2C1=O)NCc1ccco1 | 0 | 9 | -37 | 0.0 | 1.4 | · | 38 | 8 | -4
CCNC(=O)C1(C)CCCN1Cc1ccccc1Cl (stereo not drawn) | -4 | 2 | 20 | -0.2 | 0.4 | i | -6 | 8 | 1
CC(C)CCNc1nc2c(cc1C#N)COC(C)(C)C2 | -2 | 4 | -9 | -0.5 | 1.0 | · | 6 | 2 | 0
CCc1ccc(S(=O)(=O)Nc2ccc(Br)cn2)cc1 | -2 | 3 | -10 | 0.2 | 0.5 | i | 2 | 0 | 2
O=C(NNC(=S)NCCCN1CCOCC1)c1ccncc1 | -5 | 4 | 28 | 0.1 | -0.1 | i | -4 | -5 | 2
CC(=O)c1ccc(NC(=O)C(C)Oc2ccc(N(C)S(=O)(=O)c3ccc(C)cc3)cc2)cc1 (stereo not drawn) | -2 | -1 | 15 | -0.3 | 0.3 | i | 33 | -2 | 1
NC(=O)C1(N2CCCC2)CCN(Cc2ccccc2)CC1 | -10 | 4 | 21 | 0.1 | 1.5 | i | -12 | 5 | 4
CC1(C)Cc2c(cnn2-c2cccc(F)c2)C(NC(=O)Cn2cccn2)C1 (stereo not drawn) | -3 | 5 | 7 | 0.4 | -0.3 | i | -5 | -6 | -1
COc1ccc(CCNS(=O)(=O)CCNC(=O)c2ccccc2)cc1 | 1 | -5 | 2 | -0.1 | 0.1 | i | -2 | -12 | 4
COc1ccc(N2CCN(C(=O)c3cccc4nc(C)oc34)CC2)cc1 | -2 | -2 | -9 | -0.5 | 0.1 | i | -3 | -2 | 0
COC(=O)C(NC(=O)CCc1c(C)nc2c(c(C)nn2-c2ccccc2)c1C)C(C)C (stereo not drawn) | -8 | -1 | 10 | -1.8 | -0.1 | · | 3 | -4 | 1
Cc1ccccc1OCCNC(=O)CSc1ccc(C(F)(F)F)cc1[N+](=O)[O-] | 0 | -6 | -3 | 0.1 | -1.3 | i | 33 | -4 | 2
C#CCN(C[C@@H]1[C@@H](OC(=O)NCc2ccc(OC)c(OC)c2)[C@@H](OC(=O)NCc2ccc(OC)c(OC)c2)Cn2c(=O)ccc(=O)n21)S(=O)(=O)c1ccc(C)cc1 | -9 | 3 | 4 | -0.4 | 1.1 | i | -6 | -8 | 1
CC(C)(C)OC(=O)NC(=NCCCc1cn(CC(=O)N2CCN(C(=O)OC(C)(C)C)CC2)nn1)NC(=O)OC(C)(C)C | -1 | -1 | -1 | 0.0 | 0.0 | i | -1 | 1 | 5
CC1CN(C2CCN(C(=O)COc3ccccc3)CC2)CC(C)O1 (stereo not drawn) | -1 | -3 | 0 | 0.1 | 2.4 | i | -8 | 0 | 0
COc1ccc2nc(NC(=O)c3ccc(F)cc3)sc2c1 | -4 | 1 | -10 | 0.0 | -1.1 | · | 1 | 7 | 0
COc1ccc(CNC(=O)C(C)Cc2ccccc2)cc1O (stereo not drawn) | -4 | -1 | -7 | 0.2 | 0.9 | i | -5 | -5 | 1
C=CCN1C(=O)C2C3CC(=O)C(c4ccccc43)C2C1=O (stereo not drawn) | -4 | -4 | 22 | -0.1 | -0.2 | · | -5 | -2 | -2
CCOC(=O)C1=CNS(=O)(=O)NC1c1ccc(C[C@H](NC(=O)CNC(=O)CCc2ccccc2)C(N)=O)cc1 (stereo partly drawn) | -4 | -2 | 0 | -1.4 | 1.0 | i | -4 | -2 | -4
COc1ccc(C(=O)N2CCN(S(=O)(=O)c3cc(Cl)ccc3OC)CC2)cc1 | -3 | -4 | 6 | -0.5 | 0.7 | i | 1 | -7 | -1
COc1ccc(-n2c(=O)cc(N3CCN(c4ccccc4F)CC3)[nH]c2=O)cc1 | -3 | -1 | 5 | -0.1 | -0.6 | i | -6 | -4 | -1
COc1cc(OC)cc(C(=O)NC(C)c2ccc(Br)cc2)c1 (stereo not drawn) | -8 | -1 | 6 | -1.1 | -1.4 | i | 3 | -19 | -1
Cc1cc(C)c(NC(=O)c2ccc3c(c2)NC(=O)C(C)S3)c(C)c1 (stereo not drawn) | -3 | 6 | 8 | 0.0 | -0.6 | i | -5 | -6 | -2
Cc1ccc2nc(N3CCN(Cc4ccc(F)cc4)C3=O)c(C)cc2c1 | -2 | -1 | -9 | -0.7 | 1.4 | i | 20 | 0 | -1
COc1ccc(C2=NOC(C(=O)Nc3cc(C)on3)C2)cc1OC (stereo not drawn) | -7 | -2 | -6 | -1.3 | -0.1 | i | -7 | 16 | -1
CN1C(=O)CC(c2ccccc2)CC1=O | -3 | 1 | -4 | -0.4 | -0.3 | i | -10 | 1 | 4
CCOC(=O)c1c(C)[nH]c(C(=O)OCC(=O)NCCc2ccc(OCC)c(OCC)c2)c1C | -1 | -3 | -6 | -0.4 | -0.2 | i | -1 | -3 | 3

Eleven entries from above in another layout:
Compound,MsrA act,CSN inh,MLLE-PAM2 inh,TbMetRS inhib,MsrA inhibitor,Neddyl block,FAS-TE inh,E coli Lon inh,Rin1-Abl PPI inh
CC(C)(C)OC(=O)NC(=NCCCc1cn(CC(=O)N2CCN(C(=O)OC(C)(C)C)CC2)nn1)NC(=O)OC(C)(C)C,-1,-1,-1,0.0,0.0,i,-1,1,5
CC1CN(C2CCN(C(=O)COc3ccccc3)CC2)CC(C)O1 (stereo not drawn),-1,-3,0,0.1,2.4,i,-8,0,0
COc1ccc2nc(NC(=O)c3ccc(F)cc3)sc2c1,-4,1,-10,0.0,-1.1,·,1,7,0
COc1ccc(CNC(=O)C(C)Cc2ccccc2)cc1O (stereo not drawn),-4,-1,-7,0.2,0.9,i,-5,-5,1
C=CCN1C(=O)C2C3CC(=O)C(c4ccccc43)C2C1=O (stereo not drawn),-4,-4,22,-0.1,-0.2,·,-5,-2,-2
CCOC(=O)C1=CNS(=O)(=O)NC1c1ccc(C[C@H](NC(=O)CNC(=O)CCc2ccccc2)C(N)=O)cc1 (stereo partly drawn),-4,-2,0,-1.4,1.0,i,-4,-2,-4
COc1ccc(C(=O)N2CCN(S(=O)(=O)c3cc(Cl)ccc3OC)CC2)cc1,-3,-4,6,-0.5,0.7,i,1,-7,-1
COc1ccc(-n2c(=O)cc(N3CCN(c4ccccc4F)CC3)[nH]c2=O)cc1,-3,-1,5,-0.1,-0.6,i,-6,-4,-1
COc1cc(OC)cc(C(=O)NC(C)c2ccc(Br)cc2)c1 (stereo not drawn),-8,-1,6,-1.1,-1.4,i,3,-19,-1
Cc1cc(C)c(NC(=O)c2ccc3c(c2)NC(=O)C(C)S3)c(C)c1 (stereo not drawn),-3,6,8,0.0,-0.6,i,-5,-6,-2
Cc1ccc2nc(N3CCN(Cc4ccc(F)cc4)C3=O)c(C)cc2c1,-2,-1,-9,-0.7,1.4,i,20,0,-1
